Screens (PubChem BioAssay)
POLK inh – DNA polymerase kappa (human) inhibition. Potency, µM (titrated, usually from 107 µM), inactives show at the highest dose activity, negative = inhibition, usual class: inhibitors. 400,000 tested, 0.53% active. purified Pol kappa, fluorescent DNA synthesis assay, 10 min. AID 588579; note: potency is the fitted concentration of half-maximal effect; % is set by controls: 0 for no effect and ±100 for the full control effect
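Enzyme at 10 nM met test compounds for 15 min at room temperature. Substrate addition (50 nM final) began the reaction, which was monitored by fluorescence at 0 and 10 min.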
BLM inh – blocks DNA unwinding by human BLM helicase; recombinant BLM DNA unwinding, fluorescence dequenching; Potency, µM (top dose mostly 56.1 µM), inactives show at the highest dose activity change, negative = inhibition, actives largely listed as inhibitors; 350,000 tested, 0.2% active;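 note: potency is the fitted concentration of half-maximal effect; plate controls were vehicle for no effect and no enzyme for full effect; nearly all actives have a fitted effect of over 35% in size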
PGK inhibitor – inhibitors of T. brucei phosphoglycerate kinase; P07378; PGK/GAPDH coupled, Kinase-Glo luminescence, 60 min; Potency, µM (titrated, usually from 57.5 µM), without a hit: at the highest dose activity change, negative = inhibition, actives largely listed as inhibitors; 380,000 tested, 0.043% active; note: potency is the fitted concentration of half-maximal effect; % is set by controls: 0 for no effect and ±100 for the full control effect; nearly all actives have a fitted effect of over 60% in size
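Luminescent ATP detection (Kinase-Glo Plus) follows a 60-minute room-temperature incubation, with wells lacking PGK as controls. Buffer: 100 mM TEA (pH 7.6), 5 mM MgCl2, 0.01% Tween-20. Coupling enzyme GAPDH (100 nM final) supplies unstable 1,3-BPG in-well.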
POLH inh – DNA polymerase eta (human) inhibition; recombinant Pol eta, fluorescent DNA replication assay; 390,000 tested, 1.2% active; Q9Y253; Potency, µM (titrated, usually from 114 µM), for inactives: at the highest dose activity change, negative = inhibition, hits mostly inhibitors; note: potency is the fitted concentration of half-maximal effect; % is set by controls: 0 for no effect and ±100 for the full control effect
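Pol eta (10 nM) was preincubated with compounds for 15 min at room temperature, after which fluorescent replication substrate (50 nM final) was added to start the reaction. Fluorescence was read kinetically at 0 and 10 min.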
Pol beta inh – inhibitors of human DNA polymerase beta. Potency, µM (titrated, usually from 114 µM), inactives show top-dose activity change, negative = inhibition, hits mostly inhibitors. Pol beta primer extension/strand displacement, fluorescence kinetic. P06746. 340,000 tested, 1.3% active; note: potency is the fitted concentration of half-maximal effect; % is set by controls: 0 for no effect and ±100 for the full control effect
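Homogeneous kinetic assay of primer extension and strand displacement by 10 nM Pol beta, preincubated 15 min at room temperature with compound before 50 nM substrate (final) was added. Read at 0 and 10 min; four-parameter Hill fit.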
RXFP1 antag – antagonists of human relaxin receptor RXFP1. Q9HBX9. HEK293-RXFP1, relaxin-stimulated cAMP HTRF, 30 min; active compounds read low. activity change, negative = inhibition, % at 57.5 µM. 350,000 tested, 0.59% active. AID 1259400;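 active = activity change of -60% or lower, but not beyond a set lower limit; inconclusive = change between -60% and -40%, or beyond the set limit; inactive = change above -40%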; note: % is set by controls: 0 for no effect and ±100 for the full control effect
POLI inh – inhibitors of human DNA polymerase iota | Q9UNA4 | Pol iota fluorescent replication assay, 10 min | 390,000 tested, 1% active | Potency, µM (highest dose often 115 µM), without a hit: top-dose activity, negative = inhibition, most hits filed as inhibitors | AID 588590; note: potency is the fitted concentration of half-maximal effect
Target sequence (Q9UNA4 whole entry, looked up): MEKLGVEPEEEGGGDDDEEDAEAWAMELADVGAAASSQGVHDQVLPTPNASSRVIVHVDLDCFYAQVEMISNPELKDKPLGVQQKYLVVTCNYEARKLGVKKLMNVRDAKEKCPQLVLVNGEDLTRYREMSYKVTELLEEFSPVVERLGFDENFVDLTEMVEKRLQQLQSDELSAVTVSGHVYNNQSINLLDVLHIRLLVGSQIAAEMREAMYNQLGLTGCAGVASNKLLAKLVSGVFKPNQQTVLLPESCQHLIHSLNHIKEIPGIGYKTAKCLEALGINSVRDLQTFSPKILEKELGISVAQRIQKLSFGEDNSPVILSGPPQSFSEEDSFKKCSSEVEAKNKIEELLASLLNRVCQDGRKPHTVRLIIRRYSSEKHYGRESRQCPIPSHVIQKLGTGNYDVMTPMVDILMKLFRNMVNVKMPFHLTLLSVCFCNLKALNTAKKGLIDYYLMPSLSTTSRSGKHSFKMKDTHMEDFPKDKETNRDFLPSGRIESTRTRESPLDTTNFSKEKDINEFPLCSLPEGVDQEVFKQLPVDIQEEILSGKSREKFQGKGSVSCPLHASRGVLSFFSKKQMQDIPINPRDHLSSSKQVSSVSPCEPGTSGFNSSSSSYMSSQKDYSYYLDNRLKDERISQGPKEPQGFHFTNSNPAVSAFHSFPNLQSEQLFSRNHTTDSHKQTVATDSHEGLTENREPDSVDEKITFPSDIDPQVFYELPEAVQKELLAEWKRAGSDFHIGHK
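Fluorescent replication assay read twice, at 0 min and 10 min after adding 50 nM (final) substrate. Enzyme (10 nM) and compounds were first incubated 15 min at room temperature; enzyme-free buffer wells were negative controls.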
APE1 inh – APE1 (human) endonuclease inhibition. P27695. recombinant APE1, TAMRA/BHQ-2 abasic DNA cleavage fluorescence. Potency, µM (top dose mostly 65.8 µM), for the others: top-dose activity change, negative = inhibition, actives largely listed as inhibitors. 350,000 tested, 0.35% active. AID 2517;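 note: potency is the fitted concentration of half-maximal effect; plate controls were vehicle for no effect and reference inhibitor for full effect; nearly all actives have a fitted effect of over 55% in size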
Target sequence (P27695 whole entry, looked up): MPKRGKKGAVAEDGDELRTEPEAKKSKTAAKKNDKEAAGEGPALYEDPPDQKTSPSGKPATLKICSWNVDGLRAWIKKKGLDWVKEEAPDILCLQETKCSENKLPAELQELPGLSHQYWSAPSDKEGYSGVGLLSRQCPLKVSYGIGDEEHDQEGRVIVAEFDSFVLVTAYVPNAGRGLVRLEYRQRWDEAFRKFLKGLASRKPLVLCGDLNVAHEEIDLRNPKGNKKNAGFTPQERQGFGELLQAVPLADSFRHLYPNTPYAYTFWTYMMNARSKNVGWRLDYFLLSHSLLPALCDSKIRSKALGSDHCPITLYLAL
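Readout is kinetic fluorescence (ex 525, em 598 nm) from cleavage of 50 nM TAMRA/BHQ-2 THF abasic duplex by 0.75 nM APE1, compound added 15 min beforehand at RT.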
Apoferritin bind – candidate novel general anesthetic via apoferritin binding. P02791. apoferritin/1-aminoanthracene competitive binding, fluorescence. Potency, µM (top dose mostly 77.5 µM), inactives show at the highest dose activity change, negative = displacement, hits mostly inhibitors. 350,000 tested, 0.074% active; note: potency is the fitted concentration of half-maximal effect; % is set by controls: 0 for no effect and ±100 for the full control effect; nearly all actives have a fitted effect of over 20% in size
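Steps: apoferritin (10 uM) was premixed with half-saturated 1-AMA in PBS, compounds were pin-transferred, plates stood 10 min at room temperature, fluorescence was read at 380/535 nm, and curves were fitted with a Hill equation.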
* marks the source's active call; other numbers are inactive results; i = inactive; ? = inconclusive; . = no result given; & = joins results of further samples; [ ] = dose if it differs, or a comment. Unless noted, calls come from the whole dose curve; as a rule, active = well fitted curve in the direction sought with a large enough effect; inconclusive = small, poorly fitted or top-dose-only effect, or another doubt; inactive = no such curve, though single readings can be large; an effect the other way counts as inactive or inconclusive.

Every second line gives: POLK inh, BLM inh, PGK inhibitor, POLH inh, Pol beta inh, RXFP1 antag, POLI inh, APE1 inh, Apoferritin bind
- COc1ccc2c(c1)c(CC(=O)OCC(=O)O)c(C)n2C(=O)c1ccc(Cl)cc1
    -20%, 2%, i, -6%, 5%, -31, 22%, 1%, -8%
- C=CCNC(=S)NNC(=O)c1cc(O)ccc1O
    -22%, -2%, 1%, 15%, -19%, 14, -44%, -6%, -7%
- Oc1ccc(Nc2nc(-c3ccc4ccccc4c3)cs2)cc1
    ., 1%, ., ., -30%, ., ., -1%, -21%
- Cc1cccc(N(CC(N)=O)C2SC(=O)N(c3ccccc3)C2=O)c1 (stereo not drawn)
    -4%, -1%, 0%, -14%, -3%, 8, 3%, -3%, -9%
- COc1ccccc1N1CCN(C(=O)c2cc3c(s2)CCC3)CC1
    -27%, 5%, i, ?, 7.9µM*, -17, -29%, -2%, -13%
- Cc1cc(C)nc(SCC(=O)OC(C)C(=O)Nc2ccccc2)n1 (stereo not drawn)
    -3%, -6%, -4%, -23%, 1%, 1, 26%, 14%, -7%
- O=C(Cc1ccsc1)Nc1ccc2c(c1)OCO2
    -12%, ., -9%, -3%, ., 14, -5%, 63%[activator], .
- CC(=O)N1c2ccc(S(=O)(=O)N3CCC(C(=O)NC4CCCCC4)CC3)cc2CC1C (stereo not drawn)
    -13%, -2%, -6%, -15%, 0%, -29, 56%[activator], -3%, 3%
- Cc1cc(C)nc(SCc2cc(=O)c(OC(=O)c3ccc(Cl)c([N+](=O)[O-])c3)co2)n1
    3%, -1%, i, -10%, 2%, -3, -11%, -3%, -22%
- CCCCN(CC)CCNC(=O)C1c2cc(OC)c(OC)cc2C(=O)N2CCc3ccccc3C12 (stereo not drawn)
    0%, 1%, i, 3%, 38%, 9, 3%, 12%, -10%
- O=S(OCCN1CCCC1)C(c1ccccc1)c1ccccc1 (stereo not drawn)
    -9%, ., -7%, -19%, ., 2, -20%, ., .
- COc1ccc(N2CCN(C(=O)c3cccn4c(=O)c5ccc(Cl)cc5nc34)CC2)cc1
    2%[60.1 µM], 0%, i, -15%, 0%, -6, 27%, ., ?
- COc1ccc(C(=O)NCCCN=C2NS(=O)(=O)c3ccccc32)cc1
    2%, 3%, -14%, -8%, 15%, -17, 72%[activator], -9%, -3%
- COCCCN(C(=O)c1cccnc1SC)c1c(N)n(Cc2ccccc2)c(=O)[nH]c1=O
    3%, -1%, 3%, -14%, -13%, -5, 22%, -10%, -9%
- Cc1cccc(C(c2sc3nc(-c4ccco4)nn3c2O)N2CCOCC2)c1 (stereo not drawn)
    -6%[60.1 µM], 1%, -1%, -6%, 29%, 0, 13%, ., 5%
- Cc1cccc(S(=O)(=O)Nc2nc3ccccc3nc2NCC2CCCO2)c1 (stereo not drawn)
    -11%, -2%, -7%, 10%, -23%, 9, -11%, -4%, -5%
- COc1cccc(CNC(=O)C2CCCN(S(=O)(=O)N(C)c3ccc(F)cc3)C2)c1OC (stereo not drawn)
    -1%, -1%, -2%, -16%, -10%, -25, 7%, ., -10%
- CCn1cc(/C=C(\NC(=O)c2ccccc2)C(=O)N2CCOCC2)c2ccccc21
    3%, -3%, 0%, 0%, 3%, -5, 15%, 13%, -13%
- Oc1ccccc1Nc1ncnc2c1oc1ccccc12
    -10%, -4%, 0%, -8%, ?, -28, -4%, -5%, -10%
- CCOC(=O)C1CCCN(S(=O)(=O)c2ccc3c(c2)N(C)C(=O)CC(=O)N3C)C1 (stereo not drawn)
    -6%&4%, 1%&-4%, -3%, -7%&-17%, 30%&5%, -4&-7, -6%&13%, 51%[activator], -1%&0%
- CC(=O)Nc1ccc(NS(=O)(=O)c2ccc(Cl)s2)cc1
    -15%&3%, -14%&-12%, 1%&-8%, -10%&-3%, 7%&5%, 4, 24%&5%, -6%, ?
- NC(=O)c1ccc(C(=O)c2ccc([N+](=O)[O-])cc2)cc1
    -2%, 0%, i, -1%, 17%, 11, 14%, 2%, -8%
- O=C(CCCn1c(=O)oc2ccccc21)NC1CCCCCC1
    ., 1%, ., ., 0%, ., ., 16%, -7%
- CC(C)N1CCC(N2CCN(CCCc3ccccc3)CC2CCO)CC1 (stereo not drawn)
    1%, -8%, -5%, -14%, 15%, -18, 52%[activator], 5%, -6%
- O=C(Nc1ccc(F)cc1)C(c1ccccc1)N1CCN(CC(=O)N2CCCC2)CC1 (stereo not drawn)
    -9%, ., -1%, -9%, ., 9, -8%, 8%, .
- N#CC1=C(Nc2ccccc2Cl)SC(c2ccccc2O)NC1=O (stereo not drawn)
    -4%, -7%, -3%, -15%, 1%, 8, 13%, 4%, -8%
- Cn1c(=O)[nH]c(=O)c2c1nc(N/N=C/C(Br)=C/c1ccccc1)n2CCO
    -19%, -2%, -2%, -6%, 1%, -9, -4%, 1%, 4%
- COC(=O)c1cc(-c2ccc(NC(C)=O)cc2)nc2ccccc12
    -4%, 1%, -1%, -8%, 13%, 0, -11%, -4%, -12%
- CN(c1ccccc1C(=O)O)S(=O)(=O)c1ccc2[nH]c(=O)[nH]c2c1
    -2%, -11%, -8%, ?, -4%, 3, 15%, -4%, 10%
- O=C(CN(C(=O)Cn1nnc(-c2ccccc2F)n1)c1cnc2ccccc2c1)NCC1CCCO1 (stereo not drawn)
    -4%, -5%, 0%, -8%, 3%, -27, 26%, 0%, -7%
- Cc1c(Cl)cccc1NC(=S)NC1CCN(C(C)C)CC1
    -4%, 2%, -8%, 9%, -1%, 5, -7%, -5%, -4%
- CCOc1ccc(C(=O)Nc2cccc3ncccc23)cc1Br
    23%, -9%, -4%, -8%, -12%, -7, 4%, -5%, -16%
- Cc1cccc(NC(=O)c2sc3nc4c(cc3c2N)CCCCCC4)c1C
    3%, -1%, -8%, -15%, ?, -11, -2%, ., 6%
- COC(=O)c1ccc(N2C(=O)c3cc(N4CCOCC4)c([N+](=O)[O-])cc3C2=O)cc1
    -2%, -7%, -5%, -11%, 4%, 20, 4%, -2%, -9%
- C=CC[C@H](CC(=O)NCCO)C(=O)NC[C@@H](OC(=O)[C@H](CC=C)CC(=O)OC(C)(C)C)c1ccccc1
    8%, ., -10%, -13%, ., ., 5%, 4%, .
- COc1ccc(CCNC(=O)CCC(=O)n2ncc3ccc(Cl)cc32)cc1OC
    7%, 1%, -3%, -4%, -15%, 11, -5%, 62%[activator], ?
- CCn1nc(NC(=O)c2ccncc2)c2cc3ccccc3nc21
    -8%, 1%, 5%, -11%, -18%, -14, 14%, 14%, 2%
- CO[C@@]12C[C@@H](COC(=O)c3cncc(Br)c3)CN(C)[C@H]1Cc1cn(C)c3cccc2c13
    -10%[19.4 µM], -3%, ., ., ., ., ., -12%, -6%[29.3 µM]
- COc1ccc(-c2cccc(NC(=O)c3ccc4c(c3)OCO4)c2)nn1
    -6%, ., 3%, 2%, ., -11, 60%[activator], -16%, .
- CC1CCN(CCOCCOc2ccccc2-c2ccccc2)CC1
    -2%, -9%, i, -18%, 45%, -18, 14%, 9%, 6%

2 of these compounds, reformatted.
> CC(C)N1CCC(N2CCN(CCCc3ccccc3)CC2CCO)CC1 (stereo not drawn)
  POLK inh = 1%	BLM inh = -8%	PGK inhibitor = -5%	POLH inh = -14%	Pol beta inh = 15%	RXFP1 antag = -18	POLI inh = 52%[activator]	APE1 inh = 5%	Apoferritin bind = -6%

> Cc1c(Cl)cccc1NC(=S)NC1CCN(C(C)C)CC1
  POLK inh = -4%	BLM inh = 2%	PGK inhibitor = -8%	POLH inh = 9%	Pol beta inh = -1%	RXFP1 antag = 5	POLI inh = -7%	APE1 inh = -5%	Apoferritin bind = -4%

More structures:
Every second line gives: POLK inh, BLM inh, PGK inhibitor, POLH inh, Pol beta inh, RXFP1 antag, POLI inh, APE1 inh, Apoferritin bind
- O=C(NCC1CCCO1)C1CCN(c2ccc(S(=O)(=O)N3CCCC3)cc2)CC1 (stereo not drawn)
    -7%, -1%, -7%, -14%, -13%, -2, 2%, 1%, -5%
- O=C(N/N=C/c1cccc(C(F)(F)F)c1)c1ccc(O)cc1
    -13%, -2%, 8%, 2%, 4%, -13, 74%[activator], 1%, -5%
- CCOC(=O)C1(Cc2cccc(F)c2)CCN(C(=O)c2ccoc2C)CC1
    -2%, -6%, -6%, -18%, 2%, 8, 11%, 2%, -21%
- COC(=O)c1nn(-c2ccccc2)c(Sc2ccccc2)c1/C=N/O
    -4%, -4%, i, 1%, 27%, -10, 13%, -3%, -21%
- O=C(Cn1c(=O)cnc2ccccc21)NNC(=O)c1ccccc1Cl
    2%, ., -4%, -10%, ., 0, -15%, 40%[activator], .
- COc1ccc(C2CC(=O)Oc3cc(O)ccc32)cc1 (stereo not drawn)
    -16%&-5%, -1%[120 µM], -3%, -13%, ., ., 26%, 17%, -6%[163 µM]
- CN(c1ccccc1)S(=O)(=O)c1cccc(NC(=O)CN2CCc3ccccc3C2)c1
    -5%, -9%, 5%, ?, 0%, -6, 97%[activator], -7%, 0%
- COc1ccc(Cn2c(CO)cnc2SCc2ccccc2)cc1
    -11%[60.1 µM], -3%, i, -4%, -3%, ., 6%, ., 5%
- Clc1nc2nc3n(c2nc1Cl)CCC3
    0%, -5%, -6%, -13%, 5%, 3, -2%, 17%, -3%
- O=C(O)c1ccc(-c2ccc(/C=N/Nc3ccc([N+](=O)[O-])cc3)o2)cc1
    -21%, -22%, -6%, 50µM*, ?, -11, -18%, -9%, -8%
- Cc1ccc(-c2nc3ccc(C(=O)O)cc3nc2-c2ccc(C)cc2)cc1
    -18%, -3%, -8%, 0%, 14%, 6, 5%, -2%, -14%
- CCOC(=O)c1cnc2c(c(C)nn2C)c1Oc1ccccc1F
    8%, -5%, -7%, -2%, ?, -2, 0%, 1%, 1%
- CC1(C)CC(=O)c2c(-c3cccs3)n[nH]c2C1
    -2%, -4%, i, -5%, 3%, -20, 13%, 12%, ?
- COc1cc(C2Nc3ccccc3C(=O)N2c2ccc3c(c2)OCCO3)ccc1OCC(C)C (stereo not drawn)
    0%, -9%, 5%, -23%, 2%, -12, -11%, -8%, 10%
- CCCN(CCC)CCCNC(=O)c1cn(C)c2ccc(S(=O)(=O)N(C)C3CCCCC3)cc2c1=O
    -4%, 2%, -1%, -3%, 0%, -13, -11%, 53%[activator], -2%

These rows are one share of the data. The share of hits here may be higher or lower than overall.
